# TPT1 inh: Candida albicans TPT1 enzyme inhibitors, primary screen, biochemical, fluorescence polarization. inhibition, % at 5 µM. AID 1962, 2009. recombinant caTPT1, FP RNA substrate dephosphorylation. tRNA 2'-phosphotransferase TPT1 (Candida albicans SC5314). 300,000 tested, 0.81% active;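 active means inhibition above the mean of all tested compounds plus 3 SD, set per screening campaign, cut at about 24% in these data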;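 further: plate controls were DMSO alone for no effect and ferristatin control at 100 nM for full effect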
# procasp7 counter: procaspase-7 activators, primary screen, counter-screen for procaspase-3 activator project, biochemical, absorbance, HTS, human; recombinant procaspase-7, Ac-DEVD-pNA absorbance 405 nm; D23A/D198A/D206A triple mutant, cannot self-cleave; scale: DMSO 0, 5 µM enzyme 100; activation, % at 8.5 µM; 330,000 tested, 0.093% active; AID 463210, 2010;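 active means percent activation above the screen-wide mean plus 3 SD, cut at about 25% in these data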
#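 signal = Epi-absorbance of released pNA at 405 nm, two timepoints | assay system = Uncleavable procaspase-7 mutant enzyme | reagent = Ac-DEVD-pNA substrate, 400 µM as added | times = 1 h enzyme–compound preincubation and 2 h substrate reaction, both 25 °C | benchmarks = low DMSO alone, high DMSO plus 5 µM PC-7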
# Efflux pump mplx: inhibitors of Candida efflux pumps in yeast, primary screen, S. cerevisiae, Nile Red, multiplex. S. cerevisiae Candida pump triplex. inhibition, % at 10 µM. 330,000 tested, 0.44% active. AID 485275, 2010;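 active means plate passing quality check with inhibition over a set limit, or well fluorescence over plate mean plus 4 SD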;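 further: Nile Red retained in pooled yeast measured as flow cytometry median fluorescence; 0% = buffer negative control and 100% = Enniatin B positive control; higher means more Nile Red kept so more efflux inhibition; some compounds called inactive have numbers as strong as hits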
# GASC-1 inh: inhibitors of GASC-1 histone demethylase, primary screen, biochemical, fluorescence, DELFIA europium. Lysine-specific demethylase 4C (Homo sapiens), Q9H3R0. AID 2099, 2009. 330,000 tested, 0.069% active. GST-JMJD2C(1-420) H3K9me3 demethylation. inhibition, % at 2.35 µM;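 active means more than half of a compound's replicate wells show inhibition beyond 50%, single wells judged on their own value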;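 further: signal counts dimethyl H3K9 product captured on neutravidin plate; 0% = median of DMSO wells and 100% = 0.3 times that DMSO median; strong numbers were not always called active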
# Target sequence (Q9H3R0 1-420 limits assumed): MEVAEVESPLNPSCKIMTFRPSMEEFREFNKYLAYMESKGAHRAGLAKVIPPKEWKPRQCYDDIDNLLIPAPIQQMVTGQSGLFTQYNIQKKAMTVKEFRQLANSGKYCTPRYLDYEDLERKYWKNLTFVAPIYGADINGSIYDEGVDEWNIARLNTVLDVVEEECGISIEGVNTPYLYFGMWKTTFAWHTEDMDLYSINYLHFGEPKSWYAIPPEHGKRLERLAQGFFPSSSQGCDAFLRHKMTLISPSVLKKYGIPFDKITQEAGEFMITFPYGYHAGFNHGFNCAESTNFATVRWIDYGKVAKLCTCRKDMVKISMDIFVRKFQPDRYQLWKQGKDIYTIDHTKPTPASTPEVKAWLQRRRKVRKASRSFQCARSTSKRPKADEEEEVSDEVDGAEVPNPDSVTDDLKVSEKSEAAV
# Fh CTSL1 inh: Fasciola hepatica cathepsin L1 inhibitors, primary screen, counter-screen for PFM18AAP inhibitor project, biochemical, QFRET, fluorogenic peptide substrate. 300,000 tested, 0.49% active. AID 1906, 2009. recombinant F. hepatica cathepsin L1, Z-Leu-Arg-MCA fluorescence. inhibition, % at 5.96 µM;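 active means inhibition above the mean of all tested compounds plus 3 SD, set per screening campaign, cut at about 17% in these data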;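 further: 0% = plate median of test compound wells and 100% = 1 µM Z-Phe-Ala-diazomethylketone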
# core dimer inh: inhibitors of HCV core protein dimerization, primary screen, biochemical, TR-FRET, high-throughput | inhibition, % at 5 µM | 300,000 tested, 0.33% active | TR-FRET GST/Flag-core106 dimerization, 1536-well;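 active means inhibition above the mean of all tested compounds plus 3 SD, set per screening campaign, cut at about 45% in these data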
#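 Test system: GST/Flag-tagged HCV core106 proteins; Medium: KF-containing HEPES buffer, pH 7.45, DTT, CHAPS, BSA; Times: compound-protein-antibody incubation 4 h at 22.5 °C; Detection: TR-FRET 671 and 617 nm emission; Benchmarks: wells lacking GST-core106 and wells with excess unlabelled core106.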
# proCasp3 act: activators of human procaspase-3 D3A mutant, primary screen, biochemical, absorbance, PC-3 D3A mutant, single concentration; Caspase-3 (Homo sapiens), P42574; 330,000 tested, 0.11% active; recombinant procaspase-3 D3A, Ac-DEVD-pNA absorbance 405 nm; activation, % at 8.5 µM;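 active means activation above the mean of all tested compounds plus 3 SD, cut at about 21% in these data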;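 further: 0% = DMSO alone and 100% = DMSO wells spiked with extra 5 µM PC-3 D3A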
#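 Technique: 405 nm absorbance of p-nitroaniline, reads at 0 and 120 min; Test system: Procaspase-3 D3A mutant; Incubation: 1 h enzyme-compound preincubation, then 2 h substrate reaction, 25 °C; Repeats: singlicate, each compound tested once; Benchmarks: low control DMSO wells, high control DMSO plus 5 µM PC-3 D3A.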
# PP1 inh: PP1-alpha phosphatase inhibitors, primary screen, counter-screen for PP5 inhibitor project, biochemical, fluorescence, OMFP substrate, single point. Serine/threonine-protein phosphatase PP1-alpha catalytic subunit (Homo sapiens), P62136. purified PP1alpha. inhibition, % at 6.7 µM. 320,000 tested, 0.9% active. AID 2235, 2010;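 active means inhibition above the mean inhibition of all tested compounds plus 3 SD, computed separately for each screening campaign, cut at about 15% in these data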
# PP5 inh: PP5 phosphatase inhibitors, primary screen, biochemical, fluorescence | Serine/threonine-protein phosphatase 5 (Homo sapiens), P53041 | purified PP5c, OMFP substrate fluorescence | inhibition, % at 6.7 µM | 320,000 tested, 0.18% active;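 active means inhibition above the campaign's mean inhibition across all tested compounds plus 3 SD, cut at about 9.5% in these data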;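 further: 0% = DMSO only and 100% = 100 µM cantharidin control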
# Target sequence (P53041 whole entry, looked up): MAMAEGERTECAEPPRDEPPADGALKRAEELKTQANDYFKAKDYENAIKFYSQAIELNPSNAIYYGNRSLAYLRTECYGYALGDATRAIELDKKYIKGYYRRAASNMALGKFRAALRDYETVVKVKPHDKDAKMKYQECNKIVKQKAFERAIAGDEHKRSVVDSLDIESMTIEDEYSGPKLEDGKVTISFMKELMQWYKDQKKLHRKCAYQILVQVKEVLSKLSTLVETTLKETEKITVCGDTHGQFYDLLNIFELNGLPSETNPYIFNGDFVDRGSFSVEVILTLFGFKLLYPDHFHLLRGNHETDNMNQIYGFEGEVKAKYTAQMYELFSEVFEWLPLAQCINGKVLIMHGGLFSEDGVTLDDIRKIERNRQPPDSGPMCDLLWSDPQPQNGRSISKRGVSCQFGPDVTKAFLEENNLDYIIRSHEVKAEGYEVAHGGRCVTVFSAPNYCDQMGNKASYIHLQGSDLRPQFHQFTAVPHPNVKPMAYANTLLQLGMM
# An asterisk follows results filed as active; . = no result given. Compounds were not picked by outcome; about 2.9% have a hit in one of these screens.
no.	smiles	TPT1 inh	procasp7 counter	Efflux pump mplx	GASC-1 inh	Fh CTSL1 inh	core dimer inh	proCasp3 act	PP1 inh	PP5 inh
1	C=CCC(=O)NC1CC(C)(C)Cc2c1cnn2-c1ccc(C)cc1 (stereo not given)	-5	8	-0.2	2	-4	-6	-9	5	4.1
2	COCCOc1ccc(C(F)(F)F)cc1Nc1nc2ccccc2o1	-4	-13	-0.1	11	5	-6	-2	4	8.4
3	COc1cc(NC(=O)COC(=O)CNC(=O)c2ccc(C)s2)cc(OC)c1	-3	-7	-0.2	-4	-15	-3	5	-2	0.0
4	CC1(C)C2CCC1(C)C(OC(=O)C[n+]1ccccc1)C2 (stereo not given)	-3	1	0.0	-4	-8	-5	-2	7	1.2
5	COc1ccc(C2C(C(=O)N3CCN(C)CC3)c3ccccc3C(=O)N2C2CCCCC2)cc1 (stereo not given)	-2	10	0.2	4	3	-3	2	-2	-0.3
6	COC(=O)C(NC(=O)c1ccccc1C(=O)O)c1ccc2ccccc2c1 (stereo not given)	-1	23	0.0	5	5	2	6	-3	2.3
7	C[C@H]1CC[C@H]2C(=O)N[C@H](Cc3ccccc3)C(=O)N2[C@@H]1c1ccccc1	-4	-5	-0.1	7	8	-12	8	-2	1.3
8	CCc1ccc2nc3nc(C)cc(C)c3c(N)c2c1	3	-6	-0.1	.	4	-4	-7	-4	1.8
9	COc1cc(C=O)ccc1OCCOCCOc1cc(C)ccc1Cl	-2	-2	-0.1	-4	2	2	6	-3	4.1
10	C=CCNC(=S)NNC(=O)c1ccc(OCC)cc1	-4	0	-0.1	-7	2	3	-5	-4	0.8
11	O=C(Nc1ccccc1Cl)c1ccc(S(=O)(=O)NCC2CCCO2)cc1 (stereo not given)	-6	8	-0.1	1	-1	2	10	2	-1.4
12	O=C(Cc1ccsc1)OCC(=O)c1ccccc1	.	3	0.2	9	.	.	2	.	.
13	O=S(=O)(Nc1cc(Cl)ccc1-n1cncn1)c1cc(Br)ccc1Br	.	0	0.1	2	.	.	4	2	5.9
14	CCCOc1ccc(CN(CCO)CCO)cc1C(=O)OC	2	4	0.3	-10	-6	2	1	-2	2.0
15	N#CC1=C(N)n2c(s/c(=C\c3cccs3)c2=O)=C(C#N)C1c1cccs1 (stereo not given)	54*	-4	0.1	0	1	29	-13	3	2.5
16	COC(=O)c1ccc(NC(C)C(=O)OC)c([N+](=O)[O-])c1 (stereo not given)	1	3	0.3	-6	-2	-4	9	1	2.6
17	CCOC(=O)c1sc(NC(=O)CSc2nccn2C)nc1C	3	0	0.0	18	-1	9	2	-2	-1.4
18	Cc1cccc(Nc2c3c(nc4ncnn24)CCC3)c1	0	14	-0.1	4	2	-4	8	1	1.5
19	CN(CC(=O)Nc1cccc(F)c1)C(=O)C1(c2ccccc2)CC1	.	5	0.4	-14	.	.	1	-4	-0.5
20	COc1cc(CC(=O)OCC(=O)NCCc2ccc(S(N)(=O)=O)cc2)cc(OC)c1OC	.	1	0.0	11	.	.	-2	0	-0.7
21	CC(C)(C)OC(=O)N[C@H](Cc1ccccc1)C(=O)N1CCC(C(=O)O)CC1	5	8	0.0	-4	-3	0	8	0	-2.1
22	CC(C)Oc1ccc(S(=O)(=O)N2CCCCC2)cc1NC(=O)CC1OC(=O)c2ccccc21 (stereo not given)	-3	2	-0.1	-7	-3	10	0	-10	-1.1
23	CCN(CC)CCNC(=O)c1ccc(CS(=O)(=O)c2ccccc2C)o1	3	7	0.2	-13	2	-1	1	-4	-1.8
24	O=C(/C=C/c1ccc(Cl)cc1)NCCN1CCOCC1	-5	-3	0.1	-6	6	-4	-2	2	2.0
25	CN(Cc1cn(C)nc1-c1ccc(Oc2ccccc2)cc1)CC1COCCO1 (stereo not given)	-4	3	-0.1	0	3	0	5	-3	-0.8
26	O=C(CNC(=O)c1ccc(Cl)cc1)OCCCOC(=O)CNC(=O)c1ccc(Cl)cc1	2	7	0.0	-12	0	1	-2	-3	1.9
27	COc1ccccc1NC(c1cccnc1)c1ccc2cccnc2c1O (stereo not given)	-4	-7	-0.6	-2	7	-7	-1	18*	2.8
28	c1ccc2[nH]c(CSc3nc4ccccc4o3)nc2c1	0	7	0.1	0	2	1	-3	3	3.7
29	Cc1cc(C)c(NC(=O)CCc2c(C)noc2C)c(C)c1	.	-1	0.0	-1	.	.	-3	-3	-3.3
30	CCc1ccc(NC(=O)CCc2nnc3ccc(N4CCC5(CC4)OCCO5)nn23)cc1	-2	8	-0.3	-6	2	-2	-5	0	-1.1
31	CCn1c(SCc2ccccc2Cl)nc2ccccc21	3	5	0.4	5	2	8	3	-3	4.6
32	Cc1ccc(SCC(=O)OCC(=O)N(C)CC(=O)Nc2ccc(F)cc2)cc1	1	-1	0.1	-7	-5	-10	-4	-11	3.3

# Two entries from above, screen by screen.
31) CCn1c(SCc2ccccc2Cl)nc2ccccc21
7) C[C@H]1CC[C@H]2C(=O)N[C@H](Cc3ccccc3)C(=O)N2[C@@H]1c1ccccc1
assay / compound	31	7
TPT1 inh	3	-4
procasp7 counter	5	-5
Efflux pump mplx	0.4	-0.1
GASC-1 inh	5	7
Fh CTSL1 inh	2	8
core dimer inh	8	-12
proCasp3 act	3	8
PP1 inh	-3	-2
PP5 inh	4.6	1.3

# Following part.
no.	smiles	TPT1 inh	procasp7 counter	Efflux pump mplx	GASC-1 inh	Fh CTSL1 inh	core dimer inh	proCasp3 act	PP1 inh	PP5 inh
33	O=C(O)[C@@H]1CCCN1C(=O)CCc1c[nH]c2ccccc12	-1	-4	-0.1	-27	-2	-3	0	2	-0.6
34	CCOC(=S)N/C(=N\S(=O)(=O)c1ccc(C)cc1)c1ccccc1	-2	-10	0.0	-6	0	-1	-5	-4	0.2
35	CC(=O)Nc1ccc(NC(=O)CSc2nnc(-c3cc(C)[nH]n3)n2N)cc1	0	-2	0.1	2	-4	5	1	-6	1.4
36	CCN(CC)CCn1c2c(c(SCC(=O)Nc3ccccc3Cl)nc1=O)CCC2	4	-2	-0.2	-6	2	-4	-2	-3	-1.4
37	COc1ccc(NC(=O)CN(c2ccccc2C)S(C)(=O)=O)c(OC)c1	-1	0	0.5	-8	-1	8	18	-5	0.9
38	O=C(Cc1ccccc1)Nc1ccccc1N1CCN(c2ccccc2)CC1	2	-8	0.1	12	2	4	4	-6	0.6
39	CC1Cc2ccccc2N1CC(=O)NCc1ccccc1Cl (stereo not given)	0	4	-0.1	3	2	1	5	-1	-0.9
40	O=C(Oc1ccc(C(=S)N2CCCCC2)cc1)c1ccccc1	-4	-16	-0.2	1	6	-5	-6	3	2.9
41	Cc1cc(O)c2c(c1)C(=O)c1cc(O)cc(O)c1C2=O	27*	4	0.0	27	10	-37	6	0	0.6
42	CCOC(=O)Cn1cc(C(=O)OC)c2ccccc21	3	-17	0.1	-1	-3	-10	8	-2	1.9
43	Cc1c(Cl)c(C(=O)N2CCCC2)nn1C	0	0	0.1	3	-2	0	-9	-5	0.1
44	O=C(COc1ccccc1)N1CCN=C1SCc1cccnc1	-9	-2	-0.2	-59	6	-1	-9	2	-1.7
45	Cc1cc(N)n(-c2ccccn2)n1	-2	-3	0.0	24	3	-1	-10	3	3.1
46	c1csc(CN2CCOCC2)c1	-2	0	0.0	8	-4	-1	-2	-3	1.0
47	C=CCOc1ccc(C2N3CC4(C)CN2CC(CCC)(C3)C4=O)cc1 (stereo not given)	-3	3	0.0	-3	3	-5	-6	-2	-1.6
48	COc1ccc(OC)c(NC(=O)Cn2c(CCC(=O)O)ccc2-c2ccc(C)cc2)c1	-3	3	0.1	-12	8	6	2	-1	-0.2
49	O=C(OCc1ccc([N+](=O)[O-])cc1)C1CC(=O)N(CCc2ccccc2)C1 (stereo not given)	3	-12	0.2	-6	-12	4	0	-5	2.5
50	CC(C)(C(N)=O)N1CCN(c2ncc(C(F)(F)F)cc2Cl)CC1	-8	6	-0.2	4	-1	6	0	-4	0.9
51	COc1ccc(C2=CC3=C(Br)C(=O)C(C)(OC(=O)c4ccco4)C(=O)C3=CO2)cc1 (stereo not given)	4	-27	0.0	7	0	27	-13	5	-2.0
52	O=C(Nn1cnnc1)c1cc(Br)ccc1Cl	0	1	0.0	8	0	2	-1	-4	2.4
53	CC1=C(C#N)C(=O)NC(C)(C)C1	-1	0	0.1	0	1	-6	8	-2	-0.1
54	CCOc1cc(C(=O)NCc2ccc(F)cc2)ccc1OCC(=O)N1CCCCC1	.	-2	0.1	-1	.	.	2	-5	-0.6
55	NC(=O)CC1Nc2cccc3cccc(c23)NC1=O (stereo not given)	-1	-23	0.3	12	2	-24	-14	4	3.2
56	CCCCCCCCNC1=CC(=O)CC(C)(C)C1	1	1	0.1	7	-1	1	17	-1	2.1
57	Cc1ccc(S(=O)(=O)N2CCOCC2)cc1C(=O)Nc1ccccn1	-2	-3	-0.1	-1	3	0	-2	-7	3.5
58	CCN1CCCC1CNC(=O)c1cc2c(C)nc3ccccc3c2o1 (stereo not given)	-3	15	0.0	1	2	-1	6	-1	0.4
59	CCOC(=O)c1ccc(Oc2cc(C)nc(Cl)n2)cc1	-2	4	0.0	5	-2	1	2	-2	-1.0
60	O=C(O)CCC(=O)c1c[nH]c2ccccc12	3	-3	0.2	-6	-8	-2	3	-2	12*
61	Nc1nc(-c2ccccn2)nc(N)c1Cc1ccccc1F	-5	-9	0.4	15	1	2	-5	14	4.3
62	CN(C)C(CNS(=O)(=O)c1ccc(Cl)cc1F)c1ccco1 (stereo not given)	.	-5	0.0	-14	.	.	2	.	.
63	CCc1nc(Nc2ccc(OC)c(OC)c2)c2nnn(Cc3ccccc3Cl)c2n1	0	-382	0.1	-5	0	1	-276	-2	2.4
64	N#CC1(NC(=O)COC(=O)/C=C/c2ccc3ccccc3n2)CCCCC1	6	12	0.0	-6	-4	48*	-2	1	-0.1
65	COc1ccc(CC(C)CC(=O)Nc2ccc(OC)cc2)cc1 (stereo not given)	-1	2	0.0	12	-4	11	-3	2	-1.9
66	Cn1cc(CC(=O)NCc2ccc(F)cc2)c2ccccc21	-3	4	-0.3	10	-4	-8	2	5	1.0
